# hERG protect – compounds protecting human hERG from proarrhythmic drug block | Q12809 | 310,000 compounds, 0.51% hits | activation (rescue from dofetilide block), less the hit threshold, % at 10 µM | CHO-hERG, FluxOR thallium flux, dofetilide IC70 present | AID 1511;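 active means activation above the mean of controls blocked by dofetilide plus 5 SD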;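 further: thallium influx through hERG after potassium depolarization seen as dye fluorescence rise; in these data hits start at about 4.7%; inactives centre near -7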
# KCNK9 block – blocks the human KCNK9 two-pore domain potassium channel | AID 488922 | 310,000 compounds, 1.2% hits | B-score at 10 µM | HEK293 KCNK9, FluxOR thallium flux fluorescence; active compounds read low;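 active means ratio B-score over 3 SD below the library mean, with starting fluorescence within 5 SD of its mean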;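 further: negative B-score means less thallium flux so channel inhibition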
# Target sequence (Q9NPC2 whole entry, looked up, the tested form may be a part): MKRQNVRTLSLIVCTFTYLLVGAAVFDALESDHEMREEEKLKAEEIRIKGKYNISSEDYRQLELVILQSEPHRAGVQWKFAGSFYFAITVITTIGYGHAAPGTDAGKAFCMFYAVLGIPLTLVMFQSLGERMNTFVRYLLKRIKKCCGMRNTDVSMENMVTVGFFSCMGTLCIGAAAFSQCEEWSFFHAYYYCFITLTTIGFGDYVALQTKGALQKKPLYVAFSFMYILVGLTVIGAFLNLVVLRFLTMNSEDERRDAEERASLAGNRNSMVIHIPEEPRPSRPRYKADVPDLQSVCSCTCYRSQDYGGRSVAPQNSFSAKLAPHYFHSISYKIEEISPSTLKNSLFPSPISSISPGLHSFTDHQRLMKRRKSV
# KCNQ1 pot – potentiates or activates the human KCNQ1 potassium channel; CHO-K1 KCNQ1, thallium flux FluxOR fluorescence; active compounds read high; B-score at 10 µM; P51787; 310,000 compounds, 0.35% hits;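 active means fluorescence ratio B-score, a plate-corrected score, at least three library SD, with initial intensity B-score within 5 SD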
#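 Schedule – 37 °C overnight plating, 90-min dark dye load, 20-min compound pretreatment · System – stable KCNQ1 CHO-K1 line · Probe or stimulus – thallium- and potassium-containing depolarizing buffer · Measured by – kinetic FluxOR fluorescence, 10 s baseline plus 110 s post-stimulus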
# HDAC3 inh – inhibitors of human histone deacetylase 3. inhibition, % at 8.3 µM. 320,000 compounds, 0.15% hits. O15379. recombinant HDAC3, fluorogenic peptide/trypsin coupled, fluorescence; in the data active means inhibition above about 26%, passing the limit was not always enough
# KCNQ1 block – human KCNQ1 channel inhibition; P51787; CHO-K1 KCNQ1, FluxOR thallium flux fluorescence; active compounds read high; B-score at 10 µM; 310,000 compounds, 1.3% hits;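 active means compounds whose thallium flux B-score, printed positive for inhibition, exceeds three library SD while starting fluorescence stays within three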;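 further: channel opened by potassium depolarization with thallium stimulus after 20 min compound exposure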
# RGS4 pot – RGS4 potentiation or activation. HEK293 M3R/inducible RGS4, carbachol calcium flux Fluo4; active compounds read low. B-score at 10 µM. 310,000 compounds, 0.92% hits. AID 463111;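 active means B-score of the integrated calcium signal more than 4 SD below the library mean, with starting fluorescence not abnormally high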;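 further: negative B-score means reduced calcium response which marks RGS4 activation or potentiation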
#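 System: HEK293 FlpIn-TREx cells, stable M3R, doxycycline-inducible RGS4. Timing: overnight RGS4 induction, 30 min dye load 37 °C, 20 min compound RT. Also added: carbachol, ECmax concentration. Measured by: Fluo4 fluorescence kinetic imaging of calcium. Evaluation: integrated calcium ratio converted to B score.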
# GSK3beta inhib – human GSK3beta kinase inhibition; activity score (negative = inhibition), % at 10 µM; 300,000 compounds, 0.038% hits; GST-GSK3beta kinase, ADP-Glo luminescence, 60 min; active compounds read low;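 active means more than half of replicate wells score below -50%, meaning over 50% inhibition versus plate controls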;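 further: 0% = median DMSO wells and -100% = median GW8510 positive control wells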
#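 Test system: GST-tagged human GSK3beta kinase, cell-free; evaluation: activity score scaled between in-plate DMSO and GW8510 controls; measured by: ADP-Glo luminescence; incubation: 60 min reaction, RT; benchmarks: DMSO and 20 µM GW8510; reagent: peptide substrate plus 25 µM ATP (final); medium: Tris/MgCl2 kinase buffer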
# DYRK1A inh – Dyrk1A (rat) kinase inhibition. 310,000 compounds, 0.43% hits. inhibition, % at 12.5 µM. ADP-Glo luminescence, NFATc1 peptide; in the data active means inhibition above about 50%;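 further: plate controls were vehicle with enzyme for no effect and no enzyme for full effect; many of its hits are not listed in these tables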
# GSK3A inh – inhibitors of human GSK-3 alpha kinase. 320,000 compounds, 0.1% hits. AID 2650. P49840. ADP-Glo luminescence, 60 min. inhibition, % at 10 µM;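 in the data active means inhibition above about 50%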;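 further: GST-tagged GSK-3 alpha with peptide substrate and 25 µM ATP; 0% = DMSO neutral wells and 100% = GW8510 positive control wells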
# PolyA inhibitor – inhibitors of polyadenylation in S. cerevisiae; 300,000 compounds, 0.02% hits; AID 1875; S. cerevisiae SKY197-pL101 polyadenylation reporter, beta-gal luminescence; efflux-impaired pdr1/pdr3 knockout yeast; score 100 = 6 SD above DMSO; calls only at 12 µM;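 active means lowest replicate activity score at least 50, where 100 means six control SD above control mean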;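 further: yeast exposed to compound for 9 h at 30 °C; higher score means more reporter readthrough which indicates perturbed polyadenylation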
# KCNK3 inh – human KCNK3 channel inhibition, primary screen; O14649; CHO-KCNK3 thallium flux, FluxOR fluorescence; active compounds read low; B-score at 10 µM; 340,000 compounds, 0.84% hits; AID 602410;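 active means B-score under library mean minus 4 SD, starting fluorescence ratio at most library mean plus 5 SD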;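 further: more negative B-score means stronger inhibition of thallium flux through KCNK3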
# Target sequence (O14649 whole entry, looked up): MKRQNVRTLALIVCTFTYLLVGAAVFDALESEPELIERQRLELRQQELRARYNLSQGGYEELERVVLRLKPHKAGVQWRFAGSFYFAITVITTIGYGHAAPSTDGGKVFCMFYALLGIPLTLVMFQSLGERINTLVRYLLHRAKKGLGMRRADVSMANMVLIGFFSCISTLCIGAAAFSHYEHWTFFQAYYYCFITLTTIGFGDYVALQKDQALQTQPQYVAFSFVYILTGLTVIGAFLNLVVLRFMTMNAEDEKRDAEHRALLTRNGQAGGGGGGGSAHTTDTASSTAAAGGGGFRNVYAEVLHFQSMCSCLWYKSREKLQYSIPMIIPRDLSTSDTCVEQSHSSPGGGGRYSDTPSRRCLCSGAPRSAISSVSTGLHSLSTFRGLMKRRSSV
# Numbers without * were called inactive; i = inactive; . = not tested or not shown. A portion of the library; count on the stated rates, not on these rows.
# Value order – KCNK3 inh, PolyA inhibitor, KCNQ1 block, RGS4 pot, HDAC3 inh, KCNQ1 pot, GSK3beta inhib, GSK3A inh, hERG protect, DYRK1A inh, KCNK9 block
CCOc1ccc(NC(=O)CN(C)C(=O)Cc2c(C)nc3ccccc3c2C)cc1OCC
  i, i, i, i, 0, i, -1, -2, -14, 1, i
COc1ccc(CCNC2=C(Cl)C(=O)N(Cc3ccccc3)C2=O)cc1OC
  i, i, i, i, 8, i, 4, 31, -15, 5, i
O=C(N/N=C/c1cccs1)c1ccc2c(c1)OCO2
  i, i, i, i, 8, i, 0, 2, -4, 3, i
CSc1ncccc1C(=O)NCCc1ccc(S(N)(=O)=O)cc1
  i, i, i, i, 1, i, -2, -1, -3, -9, i
Cc1nn(-c2ccccc2)c(C)c1/C=N/NC(=O)c1cc(O)cc(O)c1
  i, i, i, i, 13, i, -2, 0, -12, ., i
CCN(CC)S(=O)(=O)c1cccc(C(=O)NC(C(=O)Nc2nnc(C)s2)C(C)C)c1 (centres undefined)
  i, i, i, i, -3, i, 1, -1, -6, 4, i
Cc1cc(N2CCOCC2)nc(SCc2ccc(Cl)cc2Cl)n1
  i, i, i, i, -6, i, 2, 0, -8, 0, i
Cc1ccc(/C=N/N(C)C2=NS(=O)(=O)c3ccccc32)cc1
  i, i, i, i, -2, i, 1, 1, -5, -4, i
COc1cc2c(cc1OC)C(C(C)C)=NC(C)(C)C2
  i, i, i, i, -63, i, 3, 0, -3, 1, i
Cc1nc(/N=C(\N)NC(=O)NC2CCCCC2)nc2ccccc12
  i, i, i, i, 0, i, 5, 0, -20, -4, i
CNC(=O)c1cc(C(=O)c2ccc(F)cc2Cl)c[nH]1
  i, i, i, i, 5, i, 1, 0, -1, -1, i
Cc1nc(Nc2ccc(F)cc2)[nH]c(=O)c1CCC(C)C
  i, i, i, i, 3, i, 2, 2, -9, 9, i
COC(=O)c1sccc1N(C)S(C)(=O)=O
  i, i, i, i, -2, i, 3, -2, -9, 22, i
Cc1ccc(S(=O)(=O)N2CCC(C(=O)N/N=C/c3ccccc3[N+](=O)[O-])CC2)cc1
  i, i, i, i, -9, i, 0, -2, 0, -3, i
O=C(CCn1c2c(c3ccccc31)CCCC2)NNC(=O)c1ccccc1C(=O)O
  i, i, i, i, -2, i, 2, -2, -9, 1, i
O=C(CCCN1C(=O)c2ccccc2C1=O)NCc1ccco1
  i, i, i, i, -1, i, -3, -2, -9, 4, i
C/C(=N\NC(=O)c1ccc(O)cc1)c1ccc2c(c1)Nc1ccccc1S2
  i, i, 6*, i, 10, i, 0, ., -16, 1, i
O=C(CN1C(=O)NC2(CCCC2)C1=O)Nc1ccc(Cl)cc1F
  i, i, i, i, 0, i, 4, -1, -5, 0, i
CCOc1ccc(-c2noc(CCCC(=O)NC3CCCC3)n2)cc1OC
  i, i, i, i, -1, i, 6, 3, -5, 1, i
COc1cc2c(cc1NC(=O)COCC(=O)O)oc1ccccc12
  i, i, i, i, 14, i, -1, 1, -3, 6, i
CCOC(=O)C1CCCCN1Cc1cccc(C(F)(F)F)c1 (centres undefined)
  i, i, i, i, -10, i, 0, -3, -8, -4, i
COc1ccc(N2CCc3c(C)nc4c(OC)cc(OC)cc4c32)c(OC)c1
  i, i, i, i, 10, i, 1, 1, -19, 1, i
O=C(/C=C/c1cccs1)c1cc(F)ccc1OC(=O)N1CCOCC1
  i, i, i, i, 2, i, -2, 1, -6, 2, i
Cc1ccccc1-n1nc2c(c1NC(=O)c1cc3ccccc3oc1=O)CS(=O)C2 (centres undefined)
  i, i, i, i, 3, i, 0, -2, -6, 13, i
COCCNC(=O)c1cccc(OC2CCN(Cc3ccc(OC(F)F)cc3)CC2)c1
  i, i, i, i, -1, i, 2, -2, -2, 1, i
COc1ccc(CNC(=O)C(OC(=O)c2nsc(Cl)c2Cl)C(C)C)cc1 (centres undefined)
  i, i, i, i, 5, i, 1, -1, -4, 2, i
CC(=O)NC(C)C(=O)OCC(=O)c1ccc(-c2ccccc2)cc1 (centres undefined)
  i, i, i, i, 4, i, 0, -3, -7, -3, i
Cc1ccc(-c2cc(Cc3ccncc3)c(=O)[nH]n2)cc1
  i, i, i, i, 1, i, 2, 1, 1, ., i
Cc1csc(NC(=O)c2c(O)c3c(n(CC(C)C)c2=O)CCCC3)n1
  -9.8*, i, 10*, -8.9*, 1, i, 0, -1, -2, -4, -14*
Cc1cccc(-c2csc(N)c2C(=O)OC(C)C)c1
  i, i, i, i, 10, i, 0, -1, -7, 7, i

# One compound at a time (already shown). Values in the order: KCNK3 inh, PolyA inhibitor, KCNQ1 block, RGS4 pot, HDAC3 inh, KCNQ1 pot, GSK3beta inhib, GSK3A inh, hERG protect, DYRK1A inh, KCNK9 block
# `CSc1ncccc1C(=O)NCCc1ccc(S(N)(=O)=O)cc1` in the list: i, i, i, i, 1, i, -2, -1, -3, -9, i
# `CNC(=O)c1cc(C(=O)c2ccc(F)cc2Cl)c[nH]1` in the list: i, i, i, i, 5, i, 1, 0, -1, -1, i

# Continued.
# Value order – KCNK3 inh, PolyA inhibitor, KCNQ1 block, RGS4 pot, HDAC3 inh, KCNQ1 pot, GSK3beta inhib, GSK3A inh, hERG protect, DYRK1A inh, KCNK9 block
CN1C(=O)/C(=C\c2ccc(N(C)C)cc2)OC1=S
  i, i, 11*, i, -4, i, 1, -1, -17, -3, i
CCO[C@H]1OC(C(=O)N2CCN(C)CC2)=C[C@@H](c2coc3ccccc3c2=O)[C@@H]1CCCO
  i, i, i, i, -4, i, 0, -3, -5, 2, i
Cc1ccccc1-n1nc(C)c2cc(C(=O)NC3CC3)sc21
  i, i, i, i, 0, i, 4, 2, -4, 9, i
COc1ccc(CN2C(=O)CN(C3CCCCCC3)C(=O)C2c2ccc(OC)c(OC)c2)cc1 (centres undefined)
  i, i, i, i, ., i, 1, ., -11, 1, i
COc1ccc(NC(=O)CCCN2C(=O)C(c3ccccc3)Oc3cccnc32)c(OC)c1 (centres undefined)
  i, i, i, i, -10, i, 0, -3, -5, ., i
COc1ccccc1CCNC(=O)NC1CCCCC1
  i, i, i, i, 11, i, 0, 0, -6, 1, i
Nc1nonc1C(=O)N1CCCC1
  i, i, i, i, 1, i, -9, -1, 0, 0, i
Cc1ccc(OCC(O)CN2CCN(CC(O)COc3ccc(C)cc3Cl)CC2)c(Cl)c1 (centres undefined)
  i, i, i, i, 4, i, 2, -1, -8, ., i
C=CCN1C(=O)CS/C1=N\N=C\c1cccc([N+](=O)[O-])c1
  i, i, i, i, 8, i, -4, -3, -10, -6, i
Cc1nn(-c2ccccc2)c(N2CCCC2)c1/C=N/NC(=O)c1cc(-c2ccccn2)nc2ccccc12
  i, i, i, i, 6, i, 0, 1, -12, -2, i
CCOC(=O)Nc1ccc2nc3n(c(=O)c2c1)CCCCC3
  i, i, i, i, 7, i, 2, -2, -4, ., i
CC(C)(C)N1CCC1C(N)=O (centres undefined)
  ., i, i, i, 1, i, -1, -2, -6, ., i
COC(=O)c1c(C)[nH]c(C(=O)CSc2ccc(Cl)cc2)c1C
  i, i, i, i, -3, i, 3, 0, -9, 3, i
Cc1csc(NC(=O)CSc2nnc(-c3cccs3)n2C)n1
  i, i, i, i, -2, i, 0, 0, -7, 5, i
CN(C(=O)COC(=O)c1ccc(NS(=O)(=O)c2cccs2)cc1)C1CCCCC1
  i, i, i, i, 5, i, 3, -1, -6, -1, i
Cc1ccccc1N=Nc1ccc(O)c2ncccc12
  i, i, i, i, -4, i, 3, 0, 0, -3, i
O=C(OCC1CC(c2ccccc2)=NO1)c1ccco1 (centres undefined)
  i, i, i, i, 0, i, 0, 0, -4, ., i
O=C(CSc1nnc(CNC(=O)c2ccccc2F)o1)NCc1ccco1
  i, i, i, i, -5, i, ., -2, -6, 4, i
OC1(c2cccc(C(F)(F)F)c2)CCN(CCN2CCCCC2)CC1
  i, i, i, i, 1, i, 4, 2, -2, -4, i
CN(CCOc1ccc(Cl)cc1)C(=O)C1CCN(C(=O)c2ccc(F)cc2)CC1
  i, i, i, i, 7, i, -1, 2, -15, -7, i
COC(=O)C1=CN(Cc2ccc(OC)c(OC)c2)C=C(C(=O)OC)C1c1cccs1
  i, i, i, i, ., i, -3, ., -8, ., i
CCn1cc(C(=O)N2CCN(c3cccc(C)c3C)CC2)c(=O)c2ccc(C)nc21
  i, i, i, i, 3, i, 0, -3, -10, 0, i
O=C1COc2ccccc2N1Cc1ccc(Cl)cc1
  i, i, i, i, -5, i, -2, 0, -10, 2, i
Cc1nc2ccccc2c(=O)n1Cc1ccco1
  i, i, i, i, 1, i, 3, 1, -7, ., i
C/C(CC(=O)Nc1ccc(C)c(Cl)c1)=N\NC(=O)c1cccc(O)c1
  i, i, i, i, -1, i, 1, -1, -3, 8, i
Cc1ccc(C)c(NS(=O)(=O)c2cc(C(=O)NCc3ccncc3)ccc2C)c1
  i, i, i, i, -6, i, 1, 0, -11, -4, i
CCCOc1ccc(C2Nc3cccc4cccc(c34)N2)cc1
  i, i, i, i, -3, i, -3, 1, -8, 6, i
COc1ccc(OC)c(/C=C/C(=O)Nc2ccc(OC)nc2)c1
  i, i, i, i, 0, i, 1, -2, -12, -3, i
Cc1ccc(-n2c(=O)cc(N3CCc4ccccc4C3)[nH]c2=O)cc1
  i, i, i, i, 6, i, 1, -1, -7, -3, i
O=C(NCCc1c[nH]c2ccccc12)C(=O)c1c[nH]c2ccccc12
  i, i, i, i, -2, i, -1, -3, -7, 10, i
C#CCOc1ccccc1/C=C1/C(=O)ON=C1C
  i, i, i, i, 1, i, 3, -1, -2, 6, i
Cc1ccc(NC(=O)CS(=O)(=O)c2cn(CC(=O)N3CCOCC3)c3ccccc23)cc1
  i, i, i, i, -7, i, 0, -2, -12, -5, i
COc1ccc(C(=O)Oc2cc(OC)cc(OC)c2C(C)=O)cc1
  i, i, i, i, 8, i, -1, -2, -7, 8, i
O=C(Nc1nc2ccccc2s1)C1CCCO1 (centres undefined)
  i, i, i, i, -4, i, 1, -2, -2, 4, i
Cc1ccc(S(=O)(=O)Nc2nc3c(s2)C(=O)CC(C)(C)C3)cc1
  i, ., i, i, -1, i, 7, -2, -10, -4, i
CSCc1ccc(C(=O)NCc2ccc(F)cc2)cc1
  i, i, i, i, -7, i, -2, -2, -7, 0, i
